USP2a block: qHTS Assay for Inhibitors of Ubiquitin-specific Protease USP2a Using CHOP2 as the Reporter; Ubiquitin carboxyl-terminal hydrolase 2 (Homo sapiens), O75604; USP2 core, Ub-CHOP2 coupled fluorogenic reporter, 485/531; Potency, µM (titrated, usually from 38.3 µM), for the others: top-dose activity change, negative = inhibition, actives largely listed as inhibitors; actives 0.01% (n = 330,000); AID 463254, 2010;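 also: potency is read from the fitted curve at half-maximal effect; plate controls were DMSO wells for no effect and full inhibition by NEM control for full effect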
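Cell-free coupled assay: 10nM USP2 core preincubated 30min RT with compound in Tris-HCl pH 8.0/CaCl2/CHAPS buffer, then 25nM Ub-CHOP2 and 25nM reporter substrate; fluorescence (Ex 485/Em 531) read after 60min RT, normalized to NEM inhibition, concentration-response curves fitted.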
uPA surface inh: qHTS for Inhibitors of Cell Surface uPA Generation; cell surface uPA generation assay, qHTS; Potency, µM (titrated, usually from 38.3 µM), without a hit: at the top dose activity change, negative = inhibition, most hits filed as inhibitors; actives 0.31% (n = 330,000); active = well fitted inhibition curve with a large enough effect; inconclusive = small, poorly fitted or top-dose-only effect; inactive = no such curve, though single readings can be large or run the other way; tested in mouse RAW 264.7 cells; also: potency is read from the fitted curve at half-maximal effect; % is scaled to controls: 0 for no effect and ±100 for the full control effect; nearly all actives have a fitted effect of over 55% in size
TSHR antag: Antagonists of the Thyroid Stimulating Hormone Receptor: HTS campaign; Thyrotropin receptor (Homo sapiens), P16473; TSHR-expressing cells, TSH-stimulated cAMP HTRF, 2 h; active compounds read low; activity change, negative = inhibition, % at 11.5 µM; actives 0.2% (n = 330,000);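 active = activity change below a set negative limit, meaning inhibition stronger than a set level, cut at about -70% in these data; inconclusive = activity change between two set negative limits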; also: % is scaled to controls: 0 for no effect and ±100 for the full control effect
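Freshly harvested TSHR cells receive pin-tooled compound, then EC80 TSH at 4nM final. After 2 hours at 37 deg C, antibody in lysis buffer and cAMP-d2 are added; 30 minutes at ambient temperature precede the HTRF read.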
TCR act: Activators of T cell receptors: qHTS campaign; primary human leukocytes, anti-CD3, IL-2 HTRF, 48 h; Potency, µM (doses to about 9.22 µM), for the others: top-dose activation of IL-2 secretion, usual class: activators; 330,000 tested, under 10 active; AID 504894, 2011; also: % of control where 0% means no effect
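Human primary leukocytes + a-CD3 beads + cpd, 48 hr; IL-2 in supernatant by HTRF (ex 320nm / em 665nm). No co-stimulatory signal supplied.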
B2AR arrestin: qHTS assay of beta-arrestin-biased ligands of beta2-adrenergic receptor | actives 0.02% (n = 330,000) | AID 492947, 2010 | Potency, µM (titrated, usually from 46.1 µM), without a hit: at the highest dose activation, hits mostly activators | Beta-2 adrenergic receptor (Homo sapiens), P07550 | beta-arrestin recruitment to beta2AR, cell-based reporter;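 also: potency is read from the fitted curve at half-maximal effect; 0% = DMSO controls and full agonism = EC100 isoproterenol or metaproterenol; nearly all actives have a fitted effect of over 65% in size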
Target sequence (P07550 whole entry, looked up): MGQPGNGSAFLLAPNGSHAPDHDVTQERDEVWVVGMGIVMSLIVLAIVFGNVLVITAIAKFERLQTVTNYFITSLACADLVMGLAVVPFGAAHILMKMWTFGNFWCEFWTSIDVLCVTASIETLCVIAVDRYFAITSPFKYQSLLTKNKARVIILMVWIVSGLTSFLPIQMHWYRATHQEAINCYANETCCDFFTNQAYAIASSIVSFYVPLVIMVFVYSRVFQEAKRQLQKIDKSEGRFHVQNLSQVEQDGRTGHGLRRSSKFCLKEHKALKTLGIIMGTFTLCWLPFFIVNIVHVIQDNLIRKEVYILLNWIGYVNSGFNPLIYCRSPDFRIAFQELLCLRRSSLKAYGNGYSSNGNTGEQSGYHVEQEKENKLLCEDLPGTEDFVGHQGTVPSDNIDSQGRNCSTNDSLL
ELG1 repair inh: qHTS screen for small molecules that inhibit ELG1-dependent DNA repair in human embryonic kidney (HEK293T) cells expressing luciferase-tagged ELG1. HEK293T ELG1-luciferase reporter, luminescence, 16 h; DNA damage induced by 5-fluorouridine. Potency, µM (titrated, usually from 46.1 µM), inactives show top-dose activity change, negative = inhibition, usual class: inhibitors. actives 2.3% (n = 330,000). AID 504467, 2011; also: potency is read from the fitted curve at half-maximal effect; % is scaled to controls: 0 for no effect and ±100 for the full control effect; nearly all actives have a fitted effect of over 55% in size
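Step one: seed 2,000 cells per well. Step two: pin-transfer compound or DMSO alongside 5-fluorouridine. Step three: incubate 16 hr, 37 °C, 5% CO2. Step four: add ONE-Glo, wait 30 min, read luminescence.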
Eya2 inh: qHTS Assay for Inhibitors of the Phosphatase Activity of Eya2. AID 488837, 2010. actives 0.006% (n = 330,000). Potency, µM (titrated, usually from 76.9 µM), for inactives: top-dose activity, negative = inhibition, most hits filed as inhibitors. recombinant Eya2, OMFP fluorescence dephosphorylation (OMFP is methylfluorescein phosphate); also: potency is read from the fitted curve at half-maximal effect; % is scaled to controls: 0 for no effect and ±100 for the full control effect
Target sequence (O00167 whole entry, looked up): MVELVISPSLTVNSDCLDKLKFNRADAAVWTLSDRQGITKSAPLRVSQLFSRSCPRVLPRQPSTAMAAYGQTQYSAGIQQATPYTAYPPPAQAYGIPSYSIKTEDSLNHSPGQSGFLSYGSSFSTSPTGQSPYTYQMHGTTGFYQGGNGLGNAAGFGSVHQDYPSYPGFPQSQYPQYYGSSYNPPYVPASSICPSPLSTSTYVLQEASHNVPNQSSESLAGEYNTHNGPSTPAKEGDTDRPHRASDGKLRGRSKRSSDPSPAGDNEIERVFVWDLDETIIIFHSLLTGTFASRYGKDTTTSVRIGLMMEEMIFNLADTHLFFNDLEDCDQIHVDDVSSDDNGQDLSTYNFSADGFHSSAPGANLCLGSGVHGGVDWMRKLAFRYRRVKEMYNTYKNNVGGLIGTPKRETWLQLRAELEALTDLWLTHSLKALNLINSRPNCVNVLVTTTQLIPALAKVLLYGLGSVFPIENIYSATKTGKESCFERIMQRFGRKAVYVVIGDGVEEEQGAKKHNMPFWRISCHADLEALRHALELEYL
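Eya2 (0.2 uM) preincubated 10 min at ambient with compound, then OMFP substrate added at 50 uM; 10 min reaction in 50 mM HEPES pH 7.5, 50 mM NaCl, 5 uM MgCl2, 0.05% BSA, 1 mM DTT. Fluorescence read at Ex 485/Em 525 nm.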
Tb PFK block: qHTS Assay to Find Inhibitors of T. brucei phosphofructokinase; AID 485367, 2010; Potency, µM (series often up to 57.5 µM), for the others: at the highest dose activity, negative = inhibition, actives largely listed as inhibitors; actives 0.17% (n = 330,000); ATP-dependent 6-phosphofructokinase (Trypanosoma brucei brucei), O15648; T. brucei PFK, ADP-Glo luminescence;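 also: potency is read from the fitted curve at half-maximal effect; 0% = uninhibited 1x PFK enzyme wells and -100% = no-enzyme wells; nearly all actives have a fitted effect of over 60% in size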
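Luminescent ADP detection (ADP-Glo, two-step: ATP depletion then ADP-to-ATP conversion for luciferase) reported PFK activity after 45 min room-temperature reaction of 1.25 nM enzyme with 0.5 mM F6P and 0.1 mM ATP at pH 8.0.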
TSG101-PTAP inh: qHTS Assay for Iinhibitors of HIV-1 Budding by Blocking the Interaction of PTAP/TSG101; Tumor susceptibility gene 101 protein (Homo sapiens), Q99816; Potency, µM (titrated, usually from 115 µM), for inactives: at the top dose activity change, negative = inhibition, hits mostly inhibitors; AID 493005, 2010; 340,000 tested, under 10 active; Fluorescence polarization, FITC-PTAP peptide / Tsg101 binding; active = well fitted inhibition curve with a large enough effect in the main read-out, with a control signal flat, not every such curve was filed as active; inconclusive = small, poorly fitted or top-dose-only effect, or effect the other way, or a change in a side signal; inactive = no such curve, though single readings can be large or run the other way; also: potency is read from the fitted curve at half-maximal effect; % of control where 0% means no effect
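Steps: Tsg101 binding domain dispensed (10 uM final), compounds pinned in DMSO, FITC-labeled PTAP-motif peptide added (50 nM final); after 20 min binding at room temperature, polarization measured.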
BCR signal inh: qHTS Assay to Find Inhibitors of Chronic Active B-Cell Receptor Signaling | AID 493014, 2011 | Potency, µM (titrated, usually from 46.1 µM), for the others: top-dose ratio change, negative = lower green/red ratio, most hits filed as inhibitors | ABC-DLBCL IkBa-CBG/CBR reporter, luminescence ratio, 4 h | actives 0.05% (n = 340,000); active = well fitted inhibition curve with a large enough effect in the signal ratio, with a control signal flat, not every such curve was filed as active; inconclusive = small, poorly fitted or top-dose-only effect, or effect the other way, or a change in a side signal; the % refers to the signal ratio;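 also: potency is read from the fitted curve at half-maximal effect; plate controls were basal doxycycline-induced cells for no effect and cells given 10 µM MG132 for full effect; MG132 reads +100%, hits lower the ratio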
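Doxycycline induced both beetle luciferases in TMD8 lymphoma cells; IKK-driven degradation limits the IkappaBalpha-fused green signal, while red luminescence normalises for cell number and nonspecific effects. Compounds tested up to 46 uM, 4 hrs.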
Mito fusion act: qHTS Assay for Small Molecule Inhibitors of Mitochondrial Division or Activators of Mitochondrial Fusion; actives 0.23% (n = 320,000); S. cerevisiae fusion-defective mutant growth rescue, CellTiterGlo 48 h; Potency, µM (series often up to 46.1 µM), without a hit: top-dose growth rescue (activation), actives largely listed as activators; AID 485298, 2010;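 also: potency is read from the fitted curve at half-maximal effect; % of control where 0% means no effect; nearly all actives have a fitted effect of over 45% in size; temperature-sensitive fusion mutants such as fzo1-1 at 37 °C on non-fermentable ethanol glycerol medium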
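Growth-rescue viability read-out: after 48 h at the non-permissive 37C in glycerol/ethanol YPEG, yeast mitochondrial fusion mutants are measured by CellTiterGlo luminescence; compounds (23 nl pinned per well) restoring growth score as division inhibitors or fusion activators.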
Active calls of the source: *; ? = inconclusive; / = not tested or not shown; [ ] = dose if it differs, or a comment. Unless noted, calls follow the shape of the dose curve; as a rule, active = well fitted curve in the direction sought with a large enough effect; inconclusive = small, poorly fitted or top-dose-only effect, or another doubt; inactive = no such curve, though single readings can be large; an effect the other way counts as inactive or inconclusive.

mol,USP2a block,uPA surface inh,TSHR antag,TCR act,B2AR arrestin,ELG1 repair inh,Eya2 inh,Tb PFK block,TSG101-PTAP inh,BCR signal inh,Mito fusion act
COCCNC(=O)NC(=O)CN1C(=O)NC(Cc2c[nH]c3ccccc23)C1=O (configuration not stated),-3%,2%,-1,7%,-0.1%,24%,-3%,5%,-2%,-8%,-2%
COc1ccc(CN(CC2CCC(C(=O)O)CC2)C(=S)Nc2ccccc2OC)cc1 (configuration not stated),-1%,-1%,3,1%,0.0%,-2%,-11%,0%,-7%,?,9%
O=C(NCCc1ccccn1)c1ccc2nc(Cc3ccccc3F)oc2c1,0%,-6%,16,6%,-0.9%,?,-16%,-11%,1%,?,4%
CC1CCc2c(sc(NC(=O)c3ccc(-c4ccccc4[N+](=O)[O-])o3)c2C#N)C1 (configuration not stated),-5%,2%,3,/,12%,5%,3%,-11%,-2%,6%,2%
CC(=O)Nc1ccccc1Sc1ccccc1,-1%,/,1,-4%,-0.2%,5%,-17%,0%,0%,4%,5%
Cc1cc(C(=O)NCc2ccco2)on1,?,-17%,-8,-6%,0.3%,-3%,-8%,-6%,0%,1%,-1%
COc1ccc(N2CCN(S(=O)(=O)c3ccc(-c4cnc(C5CC5)o4)cc3)CC2)cc1,0%,-3%,3,6%,0.0%,-3%,3%,-4%,-5%,-1%,-4%
CCC1(c2ccc(F)cc2)NC(=O)N(CC(=O)Nc2cc(S(=O)(=O)N(C)C)ccc2Cl)C1=O (configuration not stated),-2%,?,-4,2%,0.0%,?,-3%,5%,1%,-8%,3%
C=CCn1c(N)c(C(=O)OC(C)(C)C)c2nc3ccccc3nc21,-1%,-4%,-6,-8%,-0.3%,?,16%,1%,-3%,?,-6%
Cn1c(=O)[nH]c(=O)c2c1nc(N1CCOCC1)n2CC(O)COc1ccc2ccccc2c1 (configuration not stated),0%,-8%,-5,-1%,-0.1%,?,1%,8%,-7%,?,0%
CNC(=S)N1N=C(c2ccccc2)CC1c1ccccc1Cl (configuration not stated),4%,2%,1,12%,-0.7%,4%,11%,-5%,-2%,-7%,3%
COC(=O)[C@@]1(Cc2ccccc2)[C@H]2C(=O)N(C)C(=O)[C@H]2[C@H]2CN=C(SCc3ccc(C#N)cc3)N21,0%,-18%,0,-6%[46.1 µM],-0.4%,9%,5%,-2%,-1%,-1%,/
CC1CC(C)(C)NC(=S)N1CCC(=O)NCc1ccc(Cl)cc1 (configuration not stated),-4%,4%,11,-27%,0.1%,?,?,0%,-1%,3%,0%
O=C1C2CC=C(Cl)CC2C(=O)N1CCc1c[nH]c2ccccc12 (configuration not stated),-2%,3%,-12,-4%,0.0%,?,1%,-1%,-7%,17%,3%
CCOC(=O)N1C(=O)[C@](CC)(c2ccccc2)N1C(=O)OCC,0%,?,22,-8%,-0.1%,-21%,-7%,-1%,/,0%,-1%
CC(Sc1nc2ccccc2c(=O)n1CC1CCCO1)C(=O)N(C)c1ccccc1 (configuration not stated),4%,21%,-5,0%,-1.0%,?,-4%,-6%,-5%,13%,11%
COc1ccc(NC(=O)CSc2nc3ccccc3c(=O)n2CCCN2CCC(C)CC2)c(OC)c1,1%,-3%,-9,3%,0.1%,15%,-3%,-3%,0%,13%,10%
COc1ccc(C(=O)N2CCN(C(=O)c3ccncc3)CC2)cc1,0%,11%,0,/,-0.4%,2%,5%,0%,-7%,0%,1%
Cc1cccc(COc2ccc(/C=C3/C(=O)N(C)C(=S)N3C)cc2)c1,-1%,3%,-7,-6%,-1.0%,28%,2%,3%,1%,2%,4%
C=CCOn1c(=O)c(-c2cccs2)[n+]([O-])c2ccccc21,2%,-4%,5,3%,0.4%,4%,15%,-3%,-6%,?,3%
Cc1cccc(C)c1NC(=S)Nc1c(C)n(C)n(-c2ccccc2)c1=O,2%,5%,5,-3%[46.1 µM],0.3%,13%,-10%,1%,-5%,-5%,-2%
CSc1ncccc1C(=O)Nc1cccc(C)n1,0%,0%,29,-3%,0.5%,25%,8%,5%,-5%,-6%,1%
O=C(N/N=C/c1ccsc1)c1ccc2c(c1)OCO2,-3%,-4%,-11,-6%,0.5%,?,8%,-6%,-3%,?,0%
COc1ccc(OCC(O)CN2CCCC2)cc1 (configuration not stated),0%,-2%,15,2%,-0.4%,-18%,11%,2%,-2%,8%,-1%
CCOc1ccc(NC(=O)CN2CCN(C(=O)C3CCCO3)CC2)cc1 (configuration not stated),0%,0%,-3,-1%,0.0%,0%,-5%,2%,0%,-4%,1%
Cn1c(=O)c(Sc2ccccc2)c(O)c2ccccc21,2%,16%,16,-17%,-0.4%,?,-12%,-4%,-5%,12%,-8%
Cc1ccccc1CC(=O)Nc1ccon1,3%,-8%,-8,/,-0.1%,-15%,10%,-2%,-2%,7%,1%
CC(NC(=S)NCc1ccccc1)C12CC3CC(CC(C3)C1)C2 (configuration not stated),0%,0%,-2,0%,2.6%,-11%,6%,0%,5%,7%,0%
COc1ccc(C2CC(c3ccc4ccccc4c3OC(C)=O)=NN2C(=O)/C=C/c2ccccc2)cc1 (configuration not stated),1%,-2%,9,5%[46.1 µM],0.2%,2%,-7%,-1%,-1%,-6%,0%
COc1ccc2[nH]c3c(c2c1)CCN1C(=O)C(CC(=O)NCCCN(C)C)C[C@H](C(=O)N(C(C)C)C(C)C)[C@@]31C (some centres not stated),1%,9%,18,-1%[46.1 µM],0.1%,28%,1%,1%,1%,-9%,/
CN(C)C1(CNC(=O)C2CCN(S(=O)(=O)c3cccc(C(F)(F)F)c3)CC2)CCCCC1,4%,-8%,4,-19%,-0.1%,3%,2%,1%,0%,0%,0%
CCN(CC)C(=O)c1[nH]cnc1C(=O)Nc1ccon1,0%,-3%,-2,-3%,0.3%,?,-21%,-2%,-7%,15%,-14%
O=C(NCc1ccncc1)/C(=N/O)c1ccccc1,2%,7%,-1,7%,-0.4%,-6%,13%,1%,0%,-5%,-1%
CC(=O)N1c2ccc(S(=O)(=O)NCCC(=O)NCc3ccc(F)cc3)cc2CC1C (configuration not stated),3%,10%,8,4%,-0.2%,?,11%,-9%,-12%,-7%,3%
COc1ccc(CN2CC(=O)N(c3cc(Cl)ccc3OC)C2=S)cc1OC,-1%,-1%,-6,-6%,0.4%,-8%,5%,-1%,-4%,-12%,12%
CCSc1nnc(NC(=O)c2csc3c2CCCC3)s1,3%,/,1,6%,-0.3%,-4%,-22%,-1%,-9%,-2%,1%
CCCCn1c(N)c(N(CC)C(=O)c2ccccc2C)c(=O)[nH]c1=O,2%,2%,-7,-2%,0.1%,4%,-9%,-1%,2%,?,1%
COc1ccc(CNC(=O)CSCc2ccccc2Cl)cc1,-1%,6%,17,3%[46.1 µM],-0.5%,?,-3%,2%,-2%,?,-19%
CN(C)/C=C/C(=O)c1ccc(F)cc1,0%,-5%,-15,1%,?,16%,5%,-2%,-6%,?,2%
COc1cccc(/C=N/NC(=O)c2ccc(-n3cnnn3)cc2)c1,1%,0%,4,2%,-0.1%,0%,-36%,-1%,1%,?,1%
C=CCN=C1SC(C)C(=O)N1S(=O)(=O)c1ccccc1 (configuration not stated),0%,-4%,2,-3%,-0.5%,6%,-2%,-2%,-6%,4%,-5%
COc1cc2cnc(-c3cccnc3)cc2cc1OC,2%,?,-8,0%,-2.0%,27%,11%,5%,-2%,?,/

Bioassay records from PubChem.
